Screening data from PubChem BioAssay.
hgDAF-12 ag – hgDAF-12 agonism, primary luciferase screen | HEK293 GAL4-hgDAF12 UAS-luciferase reporter, agonist luminescence; normalized to butyrate control | activation, % at 6.8 µM | AID 687014 | 370,000 tested, 1.8% active;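 active = activation above a cutoff set at the mean of all screened compounds plus 3 SD, cut at about 10% in these data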;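 also: 0% = DMSO wells and 100% = sodium butyrate wells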
MBD2 DNA inh – MBD2-methylated oligo binding inhibition; TR-FRET, MBD2 binding to methylated oligonucleotide; inhibition, % at 4.4 µM; 370,000 tested, 0.31% active; AID 686964; in the data active = inhibition above about 13%
NR1D1 modulator – modulates human Rev-erb alpha binding to DNA | P20393 | Rev-erbα–FITC-DNA binding, fluorescence polarization, 90 min | activity, % at 10 µM | 370,000 tested, 0.79% active | AID 1259318;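 active = activity above about 14%, limit read from the data; passing the limit was not always enough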;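 also: 0% = DMSO wells with 35 nM protein and 100% = DMSO wells with 750 nM protein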
SMARCA2 activ – increases SMARCA2 function in MMTV reporter cells; MG213 cells, MMTV-luciferase reporter, dexamethasone, overnight; activation, % at 9.1 µM; 370,000 tested, 1% active; in the data active = activation above about 7.8%;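 also: 0% = vehicle wells and 100% = reference activator wells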
PLCb3 inh – inhibitors of human phospholipase C beta3 | Purified PLC-beta3, fluorogenic substrate, fluorescence | inhibition, % at 12.2 µM | AID 720704 | Q01970 | 370,000 tested, 0.18% active; in the data active = inhibition above about 11%;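 also: 0% = median of compound wells on plate and 100% = full blocker control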
PLCg1 inh – inhibitors of human phospholipase C gamma1; P19174; purified PLC-gamma1, fluorogenic substrate, fluorescence; inhibition, % at 12.2 µM; 370,000 tested, 0.84% active; AID 720700; in the data active = inhibition above about 9.5%
Target sequence (P19174 whole entry, looked up): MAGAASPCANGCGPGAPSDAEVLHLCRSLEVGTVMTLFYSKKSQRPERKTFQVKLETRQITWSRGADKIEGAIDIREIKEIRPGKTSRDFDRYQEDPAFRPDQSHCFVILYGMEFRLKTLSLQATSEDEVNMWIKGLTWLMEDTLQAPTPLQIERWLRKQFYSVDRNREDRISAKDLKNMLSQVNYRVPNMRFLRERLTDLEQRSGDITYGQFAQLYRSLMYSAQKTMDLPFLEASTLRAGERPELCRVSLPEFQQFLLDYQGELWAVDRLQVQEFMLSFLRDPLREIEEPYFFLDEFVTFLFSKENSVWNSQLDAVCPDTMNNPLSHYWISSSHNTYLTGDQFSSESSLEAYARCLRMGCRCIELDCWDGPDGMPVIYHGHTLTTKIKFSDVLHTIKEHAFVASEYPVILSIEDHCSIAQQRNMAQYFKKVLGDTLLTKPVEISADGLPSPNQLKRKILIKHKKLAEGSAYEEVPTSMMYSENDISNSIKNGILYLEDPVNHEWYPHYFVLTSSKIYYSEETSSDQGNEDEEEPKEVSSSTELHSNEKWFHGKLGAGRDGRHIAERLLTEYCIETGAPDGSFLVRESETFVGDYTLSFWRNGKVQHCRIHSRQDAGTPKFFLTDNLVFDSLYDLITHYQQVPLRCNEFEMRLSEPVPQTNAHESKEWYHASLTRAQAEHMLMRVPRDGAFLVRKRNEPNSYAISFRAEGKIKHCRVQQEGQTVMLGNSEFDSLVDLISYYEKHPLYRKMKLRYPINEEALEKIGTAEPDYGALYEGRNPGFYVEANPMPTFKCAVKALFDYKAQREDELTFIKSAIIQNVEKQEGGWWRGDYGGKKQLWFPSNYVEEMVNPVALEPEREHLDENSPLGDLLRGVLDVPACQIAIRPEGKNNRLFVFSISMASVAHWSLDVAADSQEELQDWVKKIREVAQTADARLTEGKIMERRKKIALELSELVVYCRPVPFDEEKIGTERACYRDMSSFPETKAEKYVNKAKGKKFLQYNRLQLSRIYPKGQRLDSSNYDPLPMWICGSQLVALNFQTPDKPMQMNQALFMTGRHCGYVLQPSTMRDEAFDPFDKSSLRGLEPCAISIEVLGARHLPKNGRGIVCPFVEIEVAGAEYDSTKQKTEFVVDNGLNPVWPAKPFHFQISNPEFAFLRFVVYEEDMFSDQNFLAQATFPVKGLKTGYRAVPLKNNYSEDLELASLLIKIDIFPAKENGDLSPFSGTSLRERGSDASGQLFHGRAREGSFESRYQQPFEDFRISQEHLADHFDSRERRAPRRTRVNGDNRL
DAX1 inh-1 – inhibitors of DAX1 repression of SF-1 activated StAR promoter | inhibition, % at 6.8 µM | HEK293T StAR-luciferase reporter, SF-1/DAX-1 repression relief | AID 652010 | 370,000 tested, 1.1% active;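 active = inhibition above the mean over all tested compounds plus 3 SD, cut at about 3.6% in these data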;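 also: 0% = DAX-1 cells with DMSO and 100% = cells lacking DAX-1 with DMSO; higher inhibition means more luminescence from relief of DAX-1 repression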
ssDAF12 agonist – S. stercoralis DAF-12 activation, primary screen | activation, % at 6.8 µM | HEK293 ssDAF-12/GRIP1 lit1-tk-luc reporter, luminescence; % of 3 µM dafachronic acid response | 370,000 tested, 1% active;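 active = activation above the mean over all tested compounds plus 3 SD, cut at about 0.9% in these data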;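 also: 0% = DMSO-only wells and 100% = 3 µM delta7-dafachronic acid wells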
hcDAF-12 act – activates DAF-12 receptor from parasite H. contortus; HEK293 hcDAF-12 lit1-tk-luc reporter, luminescence; 0% DMSO, 100% Δ7-dafachronic acid; activation, % at 6.8 µM; 370,000 tested, 1.4% active; AID 652067;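 active = activation above the mean of all tested compounds plus 3 SD, cut at about 5.5% in these data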;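 also: 100% = response to 3 µM Δ7-dafachronic acid high control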
ADAM17 inh – inhibitors of human ADAM17 | inhibition, % at 6.95 µM | P78536 | recombinant ADAM17, EDANS/DABCYL FRET peptide cleavage | 370,000 tested, 0.83% active;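 active = inhibition above the mean of compounds lying between control limits plus 3 SD, set per campaign, cut at about 8.5% in these data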;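 also: 0% = DMSO-only wells as the low control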
DAX1 inh-2 – inhibitors of human orphan nuclear receptor DAX1 (NR0B1) | P51843 | inhibition, % at 6.75 µM | AID 504766 | HEK293 Gal4-DAX1 luciferase reporter, luminescence | 340,000 tested, 0.99% active;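 active = inhibition above the mean over all tested compounds plus 3 SD, cut at about 4.2% in these data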;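 also: 0% = DAX1-transfected cells with DMSO and 100% = empty-vector control cells with DMSO; inhibition shows as a rise in luminescence from relieved DAX1 repression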
An asterisk follows results filed as active; i = inactive; · = no result given.

The line under a structure holds: hgDAF-12 ag, MBD2 DNA inh, NR1D1 modulator, SMARCA2 activ, PLCb3 inh, PLCg1 inh, DAX1 inh-1, ssDAF12 agonist, hcDAF-12 act, ADAM17 inh, DAX1 inh-2
COc1ccc(NC(=O)c2cc(S(=O)(=O)N3CCCCC3)c[nH]2)cc1
→ -1.2, 1, -5, -3, 1, 4, -0.7, -1.9, -0.9, 1, 1.1
O=C(O)[C@H](Cc1ccccc1)NC(=O)N1CCOCC1
→ 0.4, 2, 9, -1, 4, 2, -0.2, -1.4, -0.3, 0, 0.2
Cc1ccccc1NC(=O)C1CCCN(C(=O)NCc2ccccc2)C1 (centres undefined)
→ -0.6, 0, -4, -1, 0, 0, -0.3, -1.0, -1.3, -3, -1.4
CCN(CC)CC(=O)Nc1scc2c1c(=O)oc1ccccc12
→ -0.3, -2, 10, 5, -6, 0, 0.4, -0.9, 3.9, -3, 1.9
COc1ccc(C(CCN2CCCC2)c2c(OC)cc(OC)c3c(-c4ccccc4)cc(=O)oc23)cc1 (centres undefined)
→ 0.7, 5, -3, 3, -124, -112, 0.3, -1.6, -0.2, -6, 2.3
Cc1nn(C)c(Cl)c1C(=O)NC(C(=O)O)c1ccccc1 (centres undefined)
→ -0.3, -1, -5, -1, 0, 0, 0.2, -1.2, 0.3, 0, 0.1
O=C(c1ccncc1)N1CCN(S(=O)(=O)c2ccc(OC(F)(F)F)cc2)CC1
→ -1.0, 0, -6, 2, -4, 3, 0.0, -0.8, -2.0, 0, 0.6
O=C(CN1CCCCC1)Nc1cc(Cl)ccc1Cl
→ 0.0, 3, 4, 0, 0, 2, -0.2, -1.3, -1.1, -5, 0.4
CC1C/C(=N/Nc2ccc([N+](=O)[O-])cc2[N+](=O)[O-])CC(C)(C)C1 (centres undefined)
→ 0.2, -6, 2, 2, -1, 1, -0.4, -1.5, 0.6, 0, 0.2
COc1ccc(CC(=O)NCc2ccco2)cc1OC
→ -2.6, 3, -4, 1, 0, 0, 0.2, -1.1, 0.3, -5, -0.2
O=C(Cc1ccc(NC(=O)C2CCCN(C(=O)c3ccccc3)C2)cc1)Nc1cccc(C(=O)N2CCCC2)c1 (centres undefined)
→ 3.6, -1, 0, -3, 3, 8, -0.7, -1.2, -0.7, 4, ·
Cc1ccc2nsnc2c1NC(=O)COc1ccccc1
→ 3.5, 2, 4, -3, -99, -64, 0.1, -1.2, -1.0, -3, -0.1
CCC(C)NC(=O)C(Cc1ccccc1)n1cccc1 (centres undefined)
→ 2.7, -4, 1, 1, 2, 3, -0.6, -0.2, 1.6, 0, -0.6
C=CCn1cnc2scc(-c3ccc(C)cc3)c2c1=O
→ -0.1, 4, 1, -4, 0, 1, -0.7, -1.5, -1.8, 2, 0.3
Cc1cc(OC(C)C(=O)NCc2ccccn2)c2c(C)cc(=O)oc2c1 (centres undefined)
→ 0.5, -4, 2, 1, -252, -167, -0.4, -1.1, -0.8, -135, 0.5
CCCC(=O)Nc1ccc(NC(=S)NC(=O)c2ccccc2[N+](=O)[O-])cc1
→ -0.2, -3, 1, -3, 3, 4, 0.3, -0.8, -1.4, 0, 0.1
CC1(C(=O)Nc2ccc3c(c2)OCO3)Cc2c(-c3cccc(C(F)(F)F)c3)ccnc2O1 (centres undefined)
→ 6.6, 3, -1, 0, -1, 2, 0.7, -1.1, 1.8, 10*, ·
O=C(NC(=S)Nc1ccc(-c2ccccc2)cc1)c1ccccc1
→ 0.5, 1, 7, 0, 0, 4, 1.3, -0.7, 0.0, 0, -0.9
Cc1occc1-c1nnc(SCC(=O)N2CCCCC2C)o1 (centres undefined)
→ -1.9, 2, 2, -3, -8, 3, 0.1, -0.8, 0.0, -3, -1.4
COc1ccc(NC(=O)c2ccc(Cc3ccc(C)cc3)o2)cc1
→ 2.9, -2, -6, -2, -4, -2, 1.1, -0.9, -2.1, -1, 0.2
O=C1c2ccc3c4c(ccc(c24)C(=O)N1c1ccc2ccccc2c1)CC3
→ -2.2, -5, 11, 4, -4, -6, 0.0, -1.0, -1.2, -3, -0.9
O=C1CCCC2=C1C(c1ccc(O)cc1)c1c(ccc3ccccc13)N2 (centres undefined)
→ -4.5, -2, 4, 2, i, i, -0.4, -0.8, 1.2, -444, ·
O=C(NC(CC1=CCCCC1)c1ccccc1)C(F)(F)F (centres undefined)
→ 1.3, -4, -4, -1, 5, 0, 0.7, -1.2, 2.5, 3, ·
CC(Sc1nnc(-c2ccccc2F)n1N)C(=O)NCC1CCCO1 (centres undefined)
→ -0.6, 5, 3, -2, -5, 3, -0.2, -0.9, -0.4, -3, 0.5
Cc1cc(=O)oc2cc(OCC(=O)N/N=C/c3cc([N+](=O)[O-])ccc3O)ccc12
→ 2.1, -1, -33, -3, 4, 1, 0.3, -1.2, 1.4, 3, 1.9
Cc1ccc(C2=NC3(CCCCC3)N=C2SCC(=O)Nc2ccc3c(c2)OCCO3)cc1
→ -4.1, -4, 10, 1, 1, 0, 0.3, -0.8, 0.4, 1, 3.0
CSc1ncccc1C(=O)Nc1cccc(S(=O)(=O)N2CCOCC2)c1
→ -2.2, 4, -8, -1, -3, -4, 0.5, -1.3, 0.8, -3, 2.1
Cc1ccc(CN2CCN(/N=C/c3ccc(C(F)(F)F)cc3)CC2)c(C)c1
→ -0.1, 3, -6, 0, 3, 2, -0.3, -0.9, -1.8, 3, -0.6
CC1CCCCN1C(=O)CSc1nc2ccccc2n1CC(=O)N1CCc2ccccc21 (centres undefined)
→ 1.5, 1, -1, -4, 7, 9.6*, -0.3, -1.3, -0.7, 8, 0.3
CCOc1cc2[nH]c(=O)n(CCCCC(=O)NCc3ccco3)c(=O)c2cc1OCC
→ -2.4, -3, -3, 0, 1, 1, -0.3, -0.9, -0.4, -8, -1.1

(cont.)
The line under a structure holds: hgDAF-12 ag, MBD2 DNA inh, NR1D1 modulator, SMARCA2 activ, PLCb3 inh, PLCg1 inh, DAX1 inh-1, ssDAF12 agonist, hcDAF-12 act, ADAM17 inh, DAX1 inh-2
COc1ccc(C(=O)C2CCCN(C(=O)c3csc(C(C)=O)c3)C2)c(C)c1 (centres undefined)
→ 1.2, -6, -7, 2, -9, 0, -0.1, -1.1, 3.8, 0, 0.0
Cc1nc(NC(=O)C(Cl)Cl)sc1C(=O)N(C)C
→ -0.2, 1, -10, -2, 0, -2, 0.3, -0.7, 1.0, 6, -0.6
O=C1NC[C@@H](CCCCN2CCN(CCc3ccccc3)C(=O)C2=O)N(CCc2ccc(O)cc2)C1=O
→ 3.4, 1, -5, -3, 2, 1, -0.3, -0.6, -1.6, -1, ·
Cc1cc2ncn(CS(C)(=O)=O)c2cc1C
→ 3.7, 8, 0, 1, -9, 4, 0.9, -2.2, -1.5, -10, -0.7
Cc1ccsc1C(=O)N1CCC1(C)C(=O)NS(=O)(=O)c1ccc(Br)cc1 (centres undefined)
→ -1.1, 3, 1, -3, -4, -2, -0.5, -1.3, -0.2, -6, ·
COc1ccc(-c2noc(CCC(=O)Nc3cccc(C)c3)n2)cc1
→ -2.9, -5, 1, 1, 0, -3, -0.2, -1.4, -2.1, 1, -1.0
Cc1ccc(-n2c(SCC(=O)Nc3ccc(OCc4ccccc4)cc3)nnc2-c2ccco2)cc1
→ -0.6, -2, 4, -5, 0, 0, -1.7, -1.3, 2.8, 0, ·
O=C(CCl)N(CCCNC(=O)C(F)(F)F)c1ccc([N+](=O)[O-])cc1
→ 3.9, -1, -2, -13, -7, -1, -0.6, -1.7, -2.5, -3, 1.4
C/C(=N/NS(=O)(=O)c1ccc(Cl)cc1)c1cccc(NC(=O)c2ccc(Cl)cc2Cl)c1
→ 4.7, -3, 2, 4, 0, 3, 0.3, -0.8, 1.5, 1, 1.9
COc1cc(NC(=O)CSc2nc(C)c(C)c(C)n2)c(C)cc1[N+](=O)[O-]
→ -1.1, 2, 1, -1, 3, 1, 0.1, -1.5, -1.8, 1, 0.2
O=C(NNC(=S)Nc1cccc(C(F)(F)F)c1)c1ccccc1Cl
→ 2.1, 2, -3, -1, -6, -4, 0.1, -1.3, -1.7, 4, -0.8
COc1ccc(C(CNC(=O)c2cc3c(s2)CCC(C)C3)N2CCOCC2)cc1 (centres undefined)
→ 0.9, -4, 3, 0, -11, 0, -0.4, -0.8, -1.0, 1, -1.1
CSc1nn2cc(CCN3CCOCC3)c(-c3ccc(F)cc3)nc2c1C#N
→ 1.1, -2, -2, -2, -197, -133, -2.2, -1.9, -1.7, -48, -0.1
Cc1cccc(NC(=O)C(CC(C)C)NC(=O)C2CCC(C)CC2)n1 (centres undefined)
→ 2.2, 5, 0, -1, -5, -7, 0.7, -1.1, -0.6, -3, 0.0
CC(C)C[C@H](NC(=O)N1c2ccccc2NC(=O)[C@@H]1C(C)C)C(=O)N1CCC[C@@H]1C(=O)O
→ 0.3, 1, -3, 5, 6, 6, 1.6, -0.8, -1.2, -1, 1.2
CN(C)CCn1cnc2c1c(=O)[nH]c(=O)n2Cc1ccccc1
→ 0.3, -7, -3, 4, 3, 4, 0.5, -0.5, -1.5, 3, 2.8
COC(=O)c1cc(NC(=O)c2ccccc2)c(=O)oc1C/C=N\OCc1ccc(Cl)cc1Cl
→ 0.6, 1, 4, 0, -53, -40, -0.5, -0.6, -1.4, -5, -0.1
CCCCN(C=O)c1c(CC)nc2ccc(C(=O)NCc3ccc4c(c3)OCO4)cn12
→ -0.5, 0, -1, -2, -21, -14, 0.3, -1.5, -1.8, -4, ·
Cc1ccc(NC(=O)c2sc(=S)n(-c3cc(C)ccc3F)c2N)cc1
→ -1.1, -7, 0, 0, -2, -2, 0.7, -1.6, -0.8, -2, 0.4
O=C(Cn1nc(-c2nn(CC(=O)c3ccccc3)c3[n+]2CCCCC3)[n+]2c1CCCCC2)c1ccccc1
→ -0.1, -4, -2, 0, -8, -2, 0.1, -1.2, 0.2, -1, ·
Cc1c(C)c2cc(Cl)c(OCC(=O)NCCCN3CCCC3=O)cc2oc1=O
→ -4.8, 3, 0, 0, -28, -18, 0.2, -1.1, -1.1, -67, 0.8

3 structures out of the list, ordered by length of the SMILES, ascending.
The line under a structure holds: hgDAF-12 ag, MBD2 DNA inh, NR1D1 modulator, SMARCA2 activ, PLCb3 inh, PLCg1 inh, DAX1 inh-1, ssDAF12 agonist, hcDAF-12 act, ADAM17 inh, DAX1 inh-2
Cc1c(C)c2cc(Cl)c(OCC(=O)NCCCN3CCCC3=O)cc2oc1=O
→ -4.8, 3, 0, 0, -28, -18, 0.2, -1.1, -1.1, -67, 0.8
O=C(CCl)N(CCCNC(=O)C(F)(F)F)c1ccc([N+](=O)[O-])cc1
→ 3.9, -1, -2, -13, -7, -1, -0.6, -1.7, -2.5, -3, 1.4
O=C1NC[C@@H](CCCCN2CCN(CCc3ccccc3)C(=O)C2=O)N(CCc2ccc(O)cc2)C1=O
→ 3.4, 1, -5, -3, 2, 1, -0.3, -0.6, -1.6, -1, ·

Rows were taken by chance; overall some 7.4% were active at least once.
